# High-throughput results (PubChem BioAssay)
# PMI act hi M6P = increases human PMI activity with near-saturating mannose 6-phosphate; P34949; coupled PMI enzyme assay, resazurin fluorescence, 20 min; hits give high values; 1 = untreated enzyme, 0 = substrate-free blank; activation factor at 20 µM; hit rate 0.34% among 190,000; AID 1216;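 active = activation factor of 2 or more at 20 µM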
# Target sequence (P34949 whole entry, looked up): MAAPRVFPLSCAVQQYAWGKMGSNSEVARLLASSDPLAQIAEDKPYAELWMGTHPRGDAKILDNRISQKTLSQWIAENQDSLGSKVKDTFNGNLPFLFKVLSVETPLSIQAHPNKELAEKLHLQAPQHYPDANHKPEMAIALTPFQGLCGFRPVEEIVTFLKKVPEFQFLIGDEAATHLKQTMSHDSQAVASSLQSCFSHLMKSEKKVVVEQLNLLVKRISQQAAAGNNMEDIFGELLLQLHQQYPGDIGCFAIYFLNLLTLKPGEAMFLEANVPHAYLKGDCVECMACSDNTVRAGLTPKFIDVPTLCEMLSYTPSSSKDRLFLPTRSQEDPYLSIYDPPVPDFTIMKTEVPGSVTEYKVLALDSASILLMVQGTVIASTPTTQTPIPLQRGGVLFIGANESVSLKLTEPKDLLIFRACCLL
#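 assay system = human phosphomannose isomerase with PGI, G6PDH, diaphorase coupling enzymes | quantity = 15 ng/mL PMI | incubation = enzyme reaction with compound 20 min at room temperature | medium = HEPES pH 7.4 buffer with MgCl2 and Tween-20 | compound dosing = one concentration, 20 µM, in 1% DMSO | measured by = Diaphorase-driven resazurin-to-resorufin fluorescence, excitation 544, emission 590 nm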
# bIAP inh = intestinal alkaline phosphatase (bovine) inhibition; 190,000 tested, under 10 active; inhibition, % at 20 µM; purified bovine IAP, CDP-star luminescence, 30 min; AID 1019;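 active = over 50% inhibition of intestinal alkaline phosphatase at 20 µM in the single-dose screen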
#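 Assay system – bovine IAP enzyme · Quantity – bovine IAP at 1/65,000,000 final dilution · Detection – CDP-star luminescence signal · Times – 30 min reaction at room temperature · Also added – CDP-star substrate at 30 µM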
# Diaph act CS = counter-screen for diaphorase-based assays: diaphorase activators and chemical reducers; Diaphorase/resazurin coupled assay, resorufin fluorescence, 16 min; hits give high values; 1 = vehicle wells, 0 = NADH-free wells; activation factor at 20 µM; hit rate 0.005% among 190,000; AID 1229;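 active = diaphorase activity raised at least twofold by the compound at 20 µM; inactive = activation factor below 2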
#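 Measured by – red resorufin fluorescence at 544/590 nm excitation/emission · Test system – Clostridium kluyveri diaphorase, purified enzyme · Incubation – reaction time 16 min, room temperature · Buffer or medium – 50 mM HEPES pH 7.4 with 4.542 mM MgCl2, 0.005% Tween 20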
# TNAP inh hi DEA = inhibitors of human TNAP at high phosphate acceptor concentration. inhibition, % at 20 µM. hit rate 0.03% among 200,000. P05186. purified TNAP, CDP-star luminescence, 1 M DEA;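 active = over 50% inhibition of tissue-nonspecific alkaline phosphatase at 20 µM in the single-dose screen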;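 also: plate controls were DMSO wells for no effect and EDTA-quenched wells as full inhibition for full effect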
# Target sequence (P05186 whole entry, looked up): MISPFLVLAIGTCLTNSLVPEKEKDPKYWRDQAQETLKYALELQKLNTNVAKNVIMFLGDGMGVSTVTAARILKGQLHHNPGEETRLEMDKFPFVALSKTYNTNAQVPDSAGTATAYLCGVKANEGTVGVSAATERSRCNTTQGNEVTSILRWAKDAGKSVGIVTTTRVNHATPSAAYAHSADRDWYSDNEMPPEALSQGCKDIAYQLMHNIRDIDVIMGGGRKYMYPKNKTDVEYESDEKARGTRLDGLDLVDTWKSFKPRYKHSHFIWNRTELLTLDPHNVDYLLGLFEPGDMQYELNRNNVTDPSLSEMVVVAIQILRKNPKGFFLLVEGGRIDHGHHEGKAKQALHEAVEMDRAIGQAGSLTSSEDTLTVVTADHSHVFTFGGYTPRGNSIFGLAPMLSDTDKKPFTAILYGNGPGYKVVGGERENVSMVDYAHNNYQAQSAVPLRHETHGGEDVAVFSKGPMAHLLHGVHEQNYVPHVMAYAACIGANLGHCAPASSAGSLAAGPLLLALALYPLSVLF
# TNAP inh no acc = TNAP (human) inhibition, acceptor-free conditions; purified TNAP, CDP-star luminescence, 30 min; P05186; inhibition, % at 20 µM; hit rate 0.26% among 200,000;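 active = tissue-nonspecific alkaline phosphatase inhibition above about 50% at 20 µM in the single-dose screen, limit read from the data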;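 also: 0% = DMSO negative control and 100% = EDTA positive control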
# TNAP act hi DEA = TNAP (human) activation, high acceptor; 200,000 tested, under 10 active; activation factor at 20 µM; purified TNAP, CDP-star luminescence, 1 M DEA, 30 min; hits give high values; 0 = EDTA background, 1 = DMSO-only activity; P05186;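 active = activation factor at least 2 at 20 µM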
#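 Assay system: human TNAP; Input: enzyme diluted 1/800 final; Reagent: CDP-star luminogenic substrate at 100 µM final; Timing: 30 min, room temperature; Signal: luminescence; Evaluation: TNAP activation factor scaled between EDTA and DMSO control wells.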
# PMI act = phosphomannose isomerase (human) activation | P34949 | purified human PMI, coupled resazurin fluorescence, 20 min; hits give high values; 1 = vehicle control, 0 substrate-free wells | activation factor at 20 µM | hit rate 0.005% among 190,000;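 active = activation factor of 2 or more at 20 µM, relative to plate controls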
# bIAP act = increases bovine intestinal alkaline phosphatase activity | purified bovine IAP, CDP-star luminescence, 30 min; hits give high values; fold of DMSO-control signal, blank-subtracted | activation factor at 20 µM | AID 1016 | hit rate 0.17% among 200,000;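 active = activation factor of 2 or more at 20 µM, a signal rise over negative controls twice the positive control's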
# L major viab = reduces viability of Leishmania major promastigotes. resazurin fluorescence viability. inhibition, % at 10 µM. hit rate 9% among 200,000; in the data active = inhibition above about 50%;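 also: promastigotes grown with compound for 44 hours at 28 °C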
# Diaph inh CS = diaphorase inhibition or chemical oxidation counter-screen; diaphorase resazurin-to-resorufin fluorescence, NADH, 16 min; bacterial (C. kluyveri) enzyme, not human; inhibition, % at 20 µM; hit rate 0.69% among 190,000; AID 1217;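 active = primary screen inhibition at 20 µM above a set limit, cut at about 50% in these data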;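 also: plate controls were DMSO with full reaction for no effect and wells lacking NADH for full effect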
#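 Detection: fluorescence of resorufin formed from resazurin, Ex 544/Em 590 nm; test system: Clostridium kluyveri diaphorase enzyme; amount: 0.14 U/mL diaphorase, enzyme working solution; times: 16-min room-temperature incubation before reading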
# Starred values were filed as active, the others as inactive; · = not tested or not shown.
mol	PMI act hi M6P	bIAP inh	Diaph act CS	TNAP inh hi DEA	TNAP inh no acc	TNAP act hi DEA	PMI act	bIAP act	L major viab	Diaph inh CS
COC(=O)c1cccc(S(=O)(=O)N(Cc2ccco2)Cc2cc3ccc(OC)cc3[nH]c2=O)c1	0.9	-0.9	0.6	-5.5	-6.7	1.1	1	1	4.4	39.4
Cc1cccc(N2CCN(C(=O)c3ccoc3C)CC2)c1C	1.1	31.7	0.9	-2.6	-5.6	1	1.1	0.7	41.4	10.8
CCOC(=O)C1(C)NC(c2cccs2)C2C(=O)N(c3ccccc3)C(=O)C21 (configuration not stated)	1	-2.8	0.8	-7.3	-6.1	1.1	1	1	-1.7	21.0
C=CCn1c(=O)c(C(=O)OCC)c(O)c2ccccc21	1	-7.8	0.8	-6.9	-9.8	1.1	1	1.1	11.1	17.7
CCOC1=NC(C(=O)O)c2ccccc2/C(=C(/C)Cl)N1 (configuration not stated)	1	8.8	1	-0.4	-8.2	1	0.9	0.9	5.1	3.1
CN1CCN(C(=O)C2=C[C@@H](c3csc4ccccc34)C[C@@H](OCCCCO)O2)CC1	0.8	-6.2	0.9	0.1	-2.9	1	0.9	1.1	0.2	5.2
CC(=O)c1c(N2CCN(c3ccccc3)CC2)nc(=S)n(-c2ccccc2)c1C	1	-5.0	0.7	5.6	-3.7	0.9	1.1	1.1	-1.6	33.9
COc1ccccc1NC(=O)Cn1nnc(-c2ccccc2NS(=O)(=O)c2ccccc2)n1	0.9	6.9	0.8	3.3	-4.6	1	0.8	0.9	51.2*	18.3
O=C(CN1CCN(c2ccc(F)cc2)CC1)OCc1ccccc1	1	5.7	0.9	-3.5	-7.4	1	1	0.9	-8.1	9.8
CC(=O)c1oc2ccccc2c1N	1.1	16.5	0.9	-4.6	-0.6	1	1.1	0.8	-1.9	10.5
CCOC(=O)c1ccc(NC(=O)N2CCN(C3CCCCC3)CC2)cc1	1	8.3	1	-3.6	-9.0	1	1	0.9	8.5	4.4
O=C1c2ccccc2NC(c2ccc(O)cc2)N1Cc1ccco1 (configuration not stated)	1	9.0	0.9	-1.3	-4.8	1	1	0.9	-6.0	8.0
CCn1c(/C=C/N(C(C)=O)c2ccccc2)[n+](CC)c2ccc(Cl)cc21	1	14.4	0.8	0.4	-12.8	1	0.8	0.9	17.9	15.4
CN1CC[n+]2c(CN3C(=O)c4ccccc4C3=O)csc21	0.9	12.6	0.9	-4.5	-14.2	1	0.8	0.9	0.8	12.7
CC1CCCCN1C(=O)c1ccc(OC2CCN(S(=O)(=O)N(C)C)CC2)cc1 (configuration not stated)	0.9	-3.9	0.8	-6.2	-6.0	1.1	0.9	1	-0.1	22.0
CCOc1ccccc1NC(=O)C(CC(C)C)NC(=O)C1CCC(C)CC1 (configuration not stated)	1.1	-3.1	1.1	-6.8	-17.6	1.1	1.1	1	0.3	-5.2
N#CC1=C(N)NC(SCC(=O)c2ccc(Br)cc2)=C(C#N)C12CCCCC2	0.9	6.0	0.9	3.5	-0.5	1	0.8	0.9	99.9*	12.5
O=C(c1ccc(Br)o1)N(c1ccc(Br)cc1)C1C=CS(=O)(=O)C1 (configuration not stated)	0.9	1.3	0.8	-1.6	-5.1	1	0.9	1	9.8	25.0
O=C(c1ccc2c3c(cccc13)CC2)C1CCCN(C(=O)c2cc[n+]([O-])cc2)C1 (configuration not stated)	0.9	2.3	0.9	-2.1	-7.4	1	0.9	1	-1.3	11.7
CC(=O)c1cccc(NC(=S)N2CCN(CCN3C(=O)c4cccc5cccc(c45)C3=O)CC2)c1	1	-2.8	0.9	-1.8	-4.1	1	1	1	42.4	8.3
Cc1cccc(NC(=O)CSc2nc3c(c(=O)[nH]2)CCCC3)c1C	1	6.0	0.8	-5.1	-13.0	1.1	0.9	0.9	-5.6	15.0
COc1ccc(Nc2nc(=O)[nH]nc2C)cc1	1	5.4	0.9	-3.0	-5.9	1	1	0.9	-2.5	11.1
O=C(NCc1ccco1)C(Cc1ccccc1)N1C(=O)C2C3C=CC(C3)C2C1=O (configuration not stated)	1.1	-1.5	1	-7.4	-10.4	1.1	0.9	1	-0.6	1.7
O=C(Nc1cc(Sc2nc3ccccc3s2)cc([N+](=O)[O-])c1)c1cccc(F)c1F	0.9	-3.4	0.9	2.0	-7.0	1	0.8	1	73.2*	12.0
COc1cccc(C(=O)Nc2cc3c(cc2C(C)=O)OCCO3)c1	0.9	7.9	0.8	-7.7	-9.3	1.1	1	0.9	22.0	20.3
COc1ccc(CCNC(=O)CC2SC(=NCCC(C)C)NC2=O)cc1OC (configuration not stated)	1	-28.9	0.9	-2.8	-5.0	1	0.9	1.3	-5.3	13.8
Cc1ccc(C(=O)c2cc([N+](=O)[O-])ccc2N2CCCCC2)cc1C	0.9	1.6	0.8	3.3	-12.1	1	0.7	1	24.3	21.7
COc1ccccc1N1CCN(c2cc(C)nc3nc(C)nn23)CC1	1	-8.5	0.9	1.8	-5.6	1	1	1.1	-5.7	9.9
c1ccc(-c2ccccc2OCCCN2CCCCC2)cc1	1.2	-5.6	1	-3.7	-6.2	1	1	1.1	95.0*	-2.7
C=CCNC(=O)C1CCN(c2c([N+](=O)[O-])cc(C(F)(F)F)cc2[N+](=O)[O-])CC1	1	10.3	1.1	-0.6	-9.4	1	1	0.9	-5.8	-8.6
CC1=C(c2ccc(C)cc2)[N+](=O)C(C)(C)N1[O-]	·	-2.5	·	-4.7	-6.3	1	·	1	6.1	·
CC(OC(=O)c1ccccc1)C(=O)NCCC1=CCCCC1 (configuration not stated)	0.9	-0.7	0.8	-4.4	-13.0	1	0.9	1	-2.5	16.1
CSc1ccccc1NC(=O)c1ccc([N+](=O)[O-])cc1	1	-17.4	0.9	-3.3	-4.6	1	0.9	1.2	-3.5	13.2
COCCNCCOc1ccc(C)cc1[N+](=O)[O-]	0.9	-5.0	0.9	0.7	0.6	1	1	1.1	1.3	14.3
CCOC(=O)/C=C/C(=O)OCC(=O)Nc1c(Cl)cccc1Cl	1.1	1.5	1	0.2	-8.8	1	1.1	1	-1.2	4.3
O=C(NCc1cccnc1)C(=O)NCC1CCCO1 (configuration not stated)	1	3.9	1	-5.1	-13.4	1.1	1	1	-6.7	3.7
O=C(CN1CCN(S(=O)(=O)c2ccc3ccccc3c2)CC1)Nc1ccc2c(c1)CCC2	0.9	12.3	0.9	-7.3	-13.1	1.1	0.9	0.9	89.2*	12.4
c1ccc(CNc2ncnc3c2oc2ccccc23)nc1	1.1	3.7	1	-4.9	-7.7	1	1.2	1	16.3	4.2
O=C(Nc1cccnc1)c1cc(-c2ccc(F)cc2)on1	1.1	12.0	1	-5.3	-5.9	1.1	1.2	0.9	-3.5	0.9
CS(=O)(=O)N(CC(=O)N1CCc2ccccc2C1)Cc1ccc(Cl)cc1	0.9	-9.0	0.9	-2.7	-2.9	1	0.9	1.1	-2.8	10.8
O=C(O)C(Cc1ccccc1)n1cnnn1 (configuration not stated)	0.9	13.8	0.9	-3.2	-9.7	1	0.9	0.9	-4.6	10.0
Cc1cc(C)n2nc(C(=O)Nc3ccc4c(c3)OCO4)cc2n1	0.9	7.3	0.8	-0.4	-1.1	1	0.8	0.9	12.8	24.1
Cn1ncc([N+](=O)[O-])c1C(=O)N1CCOCC1	1	5.4	0.9	-3.7	-10.8	1	0.9	0.9	-4.9	6.3
Cc1ccccc1NC(=O)c1c(O)c2cccc3c2n(c1=O)CC3	1	·	1	-3.0	6.6	1	1	0.4	·	-3.2
CC1CCc2nc3ccccc3c(C(=O)OCC(=O)N(C)C3CCS(=O)(=O)C3)c2C1 (configuration not stated)	1	-15.9	0.9	-2.8	5.1	1	1.1	1.2	3.2	12.8
CCCn1c(O)c(N=Nc2ccc3ccccc3n2)c2ccccc21	1	4.2	0.8	10.3	10.5	0.9	1	1	-7.2	19.3
OC1CCN(c2c3c(nc4cc(-c5cccc(F)c5)nn24)CCCC3)CC1	0.9	-16.4	0.9	-2.1	-7.0	1	0.9	1.2	12.9	6.1
CCCSc1nc(SCC(=O)NCc2ccccc2)c2c3c(sc2n1)COC(C)(CC)C3 (configuration not stated)	1	12.5	0.8	-8.1	-15.7	1.1	0.9	0.9	-3.5	15.0
CCN(CC)S(=O)(=O)c1ccc2c(c1)c(=O)c(C(=O)NCCN(C)CCc1ccccc1)cn2C	0.9	-0.2	1	2.5	5.6	1	1	1	-0.5	0.2
O=c1c2ccccc2c(-c2ccccc2)nn1-c1ccccn1	1.1	-7.6	1	-4.2	-11.1	1	1.1	1.1	-1.0	-0.2
O=C1NC(=Nc2ccccc2)SC1Cc1cccc(Cl)c1Cl (configuration not stated)	1	·	0.9	-0.4	-9.7	1	0.9	0.3	40.1	9.4
COc1ccc(/C=N/NC(=O)c2cccc(NC(=O)c3ccccc3Cl)c2)cc1OC	1	3.1	0.8	1.2	-3.1	1	1	1	37.0	22.1
O=C(OCc1nc(-c2ccccc2)oc1COC(=O)c1ccco1)c1ccco1	0.9	0.2	0.7	-3.3	-12.5	1	0.8	1	-1.0	32.0
CCCCCCn1c(N2CCN(c3ccccc3)CC2)nc2c1c(=O)[nH]c(=O)n2C	0.9	4.7	0.8	2.7	-5.9	1	0.8	1	10.6	22.7
Cc1noc(C)c1S(=O)(=O)Nc1ccc(C(=O)NC2CCCCCC2)cc1	0.9	5.6	0.9	-7.1	-9.0	1.1	1	0.9	43.5	14.0
COC(=O)c1ccc(CON2C(=O)c3ccccc3C2=O)cc1	1.1	15.6	1.1	-0.3	-14.4	1	1.1	0.8	-7.8	-5.8
COc1ccccc1OCc1ccc(C(=O)N/N=C/c2ccco2)cc1	1	-19.4	0.9	2.7	-13.4	1	1	1.2	-5.9	5.3
Cc1cccc2cc(C#N)c(N3CCCC3)nc12	1.8	-1.2	0.9	-6.6	-22.1	1.1	1.3	1	4.7	11.8
CCOC(=O)N1CCC(N2Cc3cccc(C(=O)Nc4cccc(F)c4)c3C2=O)CC1	1.2	-13.7	0.8	3.4	-3.5	1	1.2	1.1	19.6	18.0
